# CHOP UPR activ = activators of apoptotic CHOP UPR arm, primary screen, cell-based, CHO-CHOP luciferase reporter, luminescence, uHTS; UPR activation; percent of tunicamycin response over DMSO baseline; activation, % at 10 µM; 330,000 tested, 0.34% active;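 active means at 10 µM dose, activation of 40% or more, normalized to positive control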;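 further: 100% = tunicamycin at 10 µg/mL and 0% = DMSO alone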
#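 measured by = luciferase luminescence | assay system = CHO-CHOP cells, stable luciferase reporter of PERK-eIF2a-CHOP signalling | amount = 500 reporter cells seeded per well | timing = 6 h compound exposure at 37 °C after overnight seeding | controls = positive tunicamycin 10 µg/mL, negative DMSO alone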
# APJ antag = antagonists of human apelin receptor APJ, primary screen, CHO-K1 cells, beta-arrestin complementation, luminescence. P35414. inhibition, % at 20 µM. 330,000 tested, 0.32% active. AID 2521, 2010;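 active means inhibition above about 40% at 20 µM, limit read from the data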;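 further: cells challenged with 10 nM apelin-13 agonist together with compound; plate controls were apelin-13 plus DMSO wells for no effect and DMSO wells lacking apelin-13 for full effect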
# Target sequence (P35414 whole entry, looked up): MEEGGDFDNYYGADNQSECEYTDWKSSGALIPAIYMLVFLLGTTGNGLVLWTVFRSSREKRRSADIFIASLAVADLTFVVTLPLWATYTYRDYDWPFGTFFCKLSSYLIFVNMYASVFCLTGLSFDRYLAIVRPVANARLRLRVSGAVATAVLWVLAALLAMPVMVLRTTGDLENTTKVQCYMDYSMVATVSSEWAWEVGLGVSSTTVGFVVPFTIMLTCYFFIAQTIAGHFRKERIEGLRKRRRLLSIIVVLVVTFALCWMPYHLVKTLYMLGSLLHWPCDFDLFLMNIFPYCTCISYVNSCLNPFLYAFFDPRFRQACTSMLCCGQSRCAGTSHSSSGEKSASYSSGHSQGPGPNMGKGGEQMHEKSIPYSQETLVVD
# CXCR6 block = CXCR6 receptor inhibitors, primary screen, cell-based, beta-arrestin, luminescence, CHO-K1 PathHunter, 1536-well. C-X-C chemokine receptor type 6 (Homo sapiens), O00574. inhibition, % at 20 µM. 360,000 tested, 0.36% active. AID 602244, 2012; in the data active means inhibition above about 34%, passing the limit was not always enough;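 further: antagonist mode with CXCL16 agonist at 10 nM final; 0% = 10 nM CXCL16 with DMSO and 100% = unstimulated wells without agonist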
# Target sequence (O00574 whole entry, looked up): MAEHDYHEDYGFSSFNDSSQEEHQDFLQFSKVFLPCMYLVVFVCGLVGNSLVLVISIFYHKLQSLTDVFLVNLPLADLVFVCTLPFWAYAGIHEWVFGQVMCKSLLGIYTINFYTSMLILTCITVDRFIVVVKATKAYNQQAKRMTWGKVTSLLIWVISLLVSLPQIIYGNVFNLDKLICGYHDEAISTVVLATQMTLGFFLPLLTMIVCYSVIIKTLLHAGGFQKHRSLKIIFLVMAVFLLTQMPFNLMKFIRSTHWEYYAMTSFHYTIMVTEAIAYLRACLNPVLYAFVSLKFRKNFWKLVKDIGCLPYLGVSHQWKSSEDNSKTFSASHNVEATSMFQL
# tim23-1 inh = growth inhibitors of tim23-1 mutant yeast, primary screen, luminescence, uHTS; S. cerevisiae tim23-1 growth, BacTiter-Glo luminescence, 24 h; inhibition, % at 20 µM; 330,000 tested, 1.3% active; AID 463212, 2010;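 active means growth inhibition of the mutant yeast at or above 50%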;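 further: temperature-sensitive mutant grown at 25 °C; plate controls were DMSO-treated mutant yeast for no effect and medium wells lacking yeast for full effect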
# CCR6 antag = CCR6 receptor antagonists, primary screen, cell-based, CHO-K1, luminescence, beta-arrestin, uHTS. C-C chemokine receptor type 6 (Homo sapiens), P51684. CHO-K1 CCR6 PathHunter beta-arrestin, CCL20-stimulated. inhibition, % at 20 µM. 340,000 tested, 0.49% active. AID 493098, 2011;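 active means compounds whose inhibition of the agonist-driven luminescence signal at 20 µM reaches about 50%, limit read from the data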;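 further: cells stimulated with CCL20 at 14 nM final; plate controls were DMSO with CCL20 for no effect and DMSO without agonist for full effect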
# EBI2 block = EBI2 receptor antagonists, beta-arrestin recruitment, primary screen, cell-based, luminescence, 7a,25-OHC stimulation, uHTS; G-protein coupled receptor 183 (Homo sapiens), P32249; 7a,25-OHC stimulated; inhibition, % at 5 µM; 360,000 tested, 0.81% active; AID 651636, 2012; in the data active means inhibition above about 38%;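 further: enzyme fragment complementation signal reports receptor beta-arrestin coupling in cells; 0% = agonist plus DMSO wells and 100% = wells without agonist; some results beyond the cut were filed as inactive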
# Target sequence (P32249 whole entry, looked up, the tested form may be a part): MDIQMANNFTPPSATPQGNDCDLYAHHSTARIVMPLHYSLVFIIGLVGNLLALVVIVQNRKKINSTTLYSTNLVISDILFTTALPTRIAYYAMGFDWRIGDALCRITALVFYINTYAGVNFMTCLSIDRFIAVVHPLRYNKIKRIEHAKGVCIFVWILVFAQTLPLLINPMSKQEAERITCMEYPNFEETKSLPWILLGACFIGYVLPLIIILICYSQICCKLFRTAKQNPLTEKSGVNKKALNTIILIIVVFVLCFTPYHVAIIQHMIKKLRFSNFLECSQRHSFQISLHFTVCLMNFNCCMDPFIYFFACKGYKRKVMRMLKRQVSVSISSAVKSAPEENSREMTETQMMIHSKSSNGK
# Mdm2 MdmX PPI = inhibitors of human Mdm2-MdmX association, primary screen, cell-based, luminescence, split luciferase, SaOS-2, uHTS | Protein Mdm4 (Homo sapiens) + E3 ubiquitin-protein ligase Mdm2 (Homo sapiens), … | SaOS-2 split-luciferase Mdm2/MdmX complementation | inhibition, % at 8 µM | 330,000 tested, 3% active;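 active means inhibition of at least 50% at 8 µM in the primary screen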
# XBP1 UPR activ = activators of adaptive XBP1 UPR arm, primary screen, cell-based, CHO-XBP1 luciferase reporter, luminescence, uHTS; IRE1-XBP1 UPR activation; percent of tunicamycin response, DMSO as zero; activation, % at 20 µM; 330,000 tested, 0.33% active; AID 463104, 2010;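 active means versus positive control, 20 µM dose yields 30% or more activation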;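 further: 100% = tunicamycin at 10 µg/mL and 0% = DMSO only wells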
#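 Material: CHO cell line with stable XBP1 luciferase reporter; schedule: 16-18 h cell attachment at 37 °C, then 6 h compound exposure; signal: glow luminescence from Steady-Glo reagent; medium: serum-containing F12 medium, 10% FBS; benchmarks: tunicamycin 10 µg/mL and vehicle-only wells; read-out: percent activation relative to tunicamycin reference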
# APJ agonist = agonists of human apelin receptor APJ, primary screen, CHO-K1 cells, PathHunter beta-arrestin, luminescence | AID 2520, 2010 | 330,000 tested, 0.11% active | activation, % at 20 µM | 0% DMSO wells, 100% apelin | P35414;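 active means activation more than six SD over the plate average, tested at 20 µM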;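 further: 0% = DMSO alone and 100% = apelin-13 at 10 nM; some results filed as inactive read as strong as hits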
#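 Material: CHO-K1 APJ beta-arrestin complementation cell line; Input: cell density 1000 per well; Incubation: compound stimulation 90 min at 25 °C, detection 60 min; Signal: luminescence from split beta-galactosidase complementation, Galacton Star/Emerald II substrate; Controls: DMSO-only wells as negative, 10 nM Apelin-13 as positive control.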
# Starred values were filed as active, the others as inactive. An excerpt; the hit share may differ from the screen's.
SMILES,CHOP UPR activ,APJ antag,CXCR6 block,tim23-1 inh,CCR6 antag,EBI2 block,Mdm2 MdmX PPI,XBP1 UPR activ,APJ agonist
Cc1cc(C)cc(N2CCCn3c2nc2c3c(=O)[nH]c(=O)n2C)c1,2.5,12,-1,-14,10,-6,17,10,-2
COc1ccc(/C=N/NC(=O)C2CC2)c(OC)c1OC,-0.4,4,7,10,-4,-9,14,-5,0
COc1ccc(C/C(N)=N/OC(=O)Cc2ccccc2)cc1OC,-0.3,-9,-7,16,-8,-9,12,9,0
COC(=O)c1sc(S(=O)(=O)NCC(=O)O)c(C(=O)OC)c1C,-1.0,20,7,11,-6,-7,-3,-3,-2
CC(=O)N[C@@H](Cc1c[nH]c2ccccc12)C(=O)NC1CCCc2ccccc21 (stereo partly specified),0.0,-3,-2,14,3,-6,-3,-8,3
O=C(CSC(=S)N1CCOCC1)Nc1nc(-c2ccccc2)c(-c2ccccc2)o1,0.7,12,14,11,25,3,22,2,-2
Cc1ccc(NC(=O)CCC(=O)OCC(=O)c2ccc(-c3ccccc3)cc2)cc1,-2.0,10,1,10,16,8,13,-2,-5
CN(C)c1ccc(-n2cccc2/C=C2/SC(=Nc3ccc(F)cc3)NC2=O)cc1,14,-9,0,-6,-4,23,53*,12,0
COc1ccc(S(=O)(=O)O)cc1P(=O)(c1ccccc1)c1ccccc1,3.0,7,-2,-1,-4,-7,12,-1,-1
O=C(O)c1[nH]c2ccccc2c1C=NCc1ccccc1Cl,-0.6,17,0,8,3,-7,27,-3,-3
Cc1cc(C)cc(N(CCC(=O)O)S(=O)(=O)c2ccc3ccccc3c2)c1,0.3,7,2,14,5,-2,-1,1,-3
CC1CCN(S(=O)(=O)c2ccc3c(c2)c(=O)c(C(=O)N2CCCCC2)cn3C)CC1,-2.3,1,-8,14,-9,-5,21,-1,-2
Cc1ccc(NS(=O)(=O)c2cccs2)nc1,0.8,-10,-5,-11,0,-1,29,3,1
Cc1ccccc1NC(=O)Cc1nc(COC(=O)/C=C/c2ccccc2)cs1,0.1,14,-9,28,21,-5,14,-4,-1
CN(Cc1ccc(Cl)cc1Cl)C(=O)CN1C(=O)NC2(CCCC2)C1=O,-0.3,3,-1,13,7,-2,12,-1,3
O=C(NCc1ccco1)c1cnn2c1NC(c1ccc(Br)cc1)CC2C(F)(F)F (stereo unspecified),-3.8,-12,0,37,1,1,13,0,-5
COCC(=O)N1CCC(Oc2ccc(C(=O)N3C[C@@H](C)O[C@@H](C)C3)cc2)CC1,1.2,12,0,11,2,-12,-2,2,-2
C=CCN(CC=C)S(=O)(=O)c1ncn[nH]1,-2.6,14,-5,1,20,-4,8,3,0
O=C(CSc1nc2ccccc2s1)Nc1ccc2c(c1)OCO2,0.6,11,-2,17,10,-11,-6,0,-2
COc1ccc(C)cc1NC(=O)NNC(=O)c1ccoc1C,1.8,-1,-1,12,12,3,21,-3,3
O=C(NCCN1CCOCC1)c1ccc(Cl)c(S(=O)(=O)N2CCCC2)c1,-0.8,1,2,11,2,-10,3,1,-1
O=C(O)c1ccc(N2CC3CC(C2)c2cccc(=O)n2C3)c(NC(=S)Nc2ccc(Br)cc2)c1 (stereo unspecified),0.2,22,-4,17,18,20,23,-1,-4
CC1(c2nnc(-c3ccncc3)o2)CC(c2ccc([N+](=O)[O-])cc2)=NO1 (stereo unspecified),1.3,-54,-9,-3,13,-2,-16,-3,6
O=C(NCCC1CCCCN1S(=O)(=O)c1ccc(F)cc1)C(=O)NCc1ccncc1 (stereo unspecified),-0.5,-55,-3,-1,17,-2,-9,-1,-4
O=C(CCC1CCCN(C(=O)COc2ccccc2)C1)N1CCN(c2ccccn2)CC1 (stereo unspecified),-1.3,14,-11,9,12,-5,16,0,-1
SMILES,CHOP UPR activ,APJ antag,CXCR6 block,tim23-1 inh,CCR6 antag,EBI2 block,Mdm2 MdmX PPI,XBP1 UPR activ,APJ agonist
C/C=C/c1ccc(OCCCCN2CCN(CC)CC2)c(OC)c1,-0.9,-11,1,0,-1,-9,31,-1,-5
CCc1ccc(N(C(=O)CCC(=O)Nc2cc(C)on2)C(C(=O)NC(C)(C)C)c2ccc(OC)cc2)cc1 (stereo unspecified),-0.8,-17,-2,17,1,7,-9,0,-1
Cc1nn(-c2ccc(C(=O)Nc3nnc(C4CC4)s3)cc2)c(C)c1Cl,3.0,-1,-3,13,30,-2,26,-3,-2
Cc1ccc(S(=O)(=O)C2C(=O)NC3(C)CC2c2ccccc2O3)cc1 (stereo unspecified),-1.0,-13,1,-4,0,5,17,-3,-4
CC(=Nc1cccc(C)c1)c1sc2ccccc2c1O,2.5,-1,-3,27,19,13,-153,1,-3
Cc1nc2ccc(S(=O)(=O)NCC(=O)N3CCC(N4CCCCC4)CC3)cc2s1,-0.7,15,-13,2,26,-6,-4,4,-4
Cc1cc(S(=O)(=O)NC(C)C)ccc1OCC(=O)NCc1ccccc1,1.2,2,2,21,4,-5,-2,-4,-2
Cc1c(O)ccc2c(CC(=O)N[C@@H](Cc3ccccc3)C(=O)O)cc(=O)oc12,-0.7,-13,-12,4,-11,-6,18,4,-3
COc1ccc(OCC(=O)NCCCNC(=O)COc2ccc(OC)cc2)cc1,0.5,9,4,-7,3,2,-18,-2,-3
Cn1c(N/N=C/c2ccccc2)nc2sc3c(c2c1=O)CCC3,3.3,16,14,29,4,5,23,-3,-3
FC(F)Oc1cccc(NC(=S)N2CCN(c3ccccn3)CC2)c1,-0.8,4,4,22,-1,-4,2,3,-1
O=c1[nH]c(C2CCN(S(=O)(=O)c3ccccc3C(F)(F)F)CC2)nc2c1nnn2Cc1ccccc1,-1.7,13,0,21,19,-6,23,-3,-4
CCCc1cc(C(=O)Nc2ccc(C(=O)OC)cc2)cs1,9.1,-8,3,-2,-1,2,-18,-8,5
COc1ccc(/C=N/Nc2ccc([N+](=O)[O-])cc2)cc1O,5.3,15,7,49,36,8,-83,-4,-4
COc1ccc(N(Cc2ccccc2)C(=O)CSc2nnc(Cn3nnc4ccccc43)o2)cc1,-2.2,3,3,7,23,14,18,-3,3
CC(C)CC(c1nnnn1C(C)C)N1CCN(c2cccc(Cl)c2)CC1 (stereo unspecified),-1.6,15,6,26,-1,10,13,-3,-3
COCc1c(C(=O)N/N=C/c2cccc3ccccc23)nnn1-c1nonc1N,-0.8,6,6,3,4,4,26,-3,0
O=C(COC(=O)c1ccc([N+](=O)[O-])s1)Nc1cccc(S(=O)(=O)NC2=NCCCCC2)c1,-0.8,-79,-12,4,-14,-23,6,-5,7
CC1CN(C(=O)COC(=O)c2cnc(Cl)c(Cl)c2)CC(C)O1 (stereo unspecified),2.2,4,4,-4,5,6,-4,0,-2
COc1cc(CCNC(=O)c2ccccc2NC(=O)C2=C(C)OCCS2)cc(OC)c1OC,-0.5,-4,2,17,5,2,4,-3,-6
O=c1c(Cc2c(F)cccc2Cl)c(O)ccn1Cc1ccc2c(c1)OCO2,0.4,-3,1,8,6,-9,10,-4,-3
Cc1ccccc1NC(=O)C[n+]1cc(-c2ccccc2)n2c1CCC2,2.0,-3,-5,5,3,-8,4,2,2
N[C@@]12CCc3nonc3[C@]1(O)CC(c1ccccc1)=[N+]2[O-],2.3,-18,5,-9,2,1,9,0,-2
O=C(OCC(=O)N1CCOCC1)c1ccccc1Br,2.2,16,0,8,15,-4,24,2,-2
CCn1cc(CCC(=O)O)c(C)n1,-0.4,4,4,6,4,0,-38,0,-3
SMILES,CHOP UPR activ,APJ antag,CXCR6 block,tim23-1 inh,CCR6 antag,EBI2 block,Mdm2 MdmX PPI,XBP1 UPR activ,APJ agonist
Cc1ccc(NC(=O)CN(C)C(=O)CN2C(=O)NC(C)(c3ccccc3)C2=O)cc1 (stereo unspecified),-0.8,-17,1,8,3,-2,-33,-2,-5
COC(=O)c1ccc(CSc2nnc3sc4ccccc4n23)o1,0.2,6,3,18,-10,0,6,-4,-2
Cc1c(NC(=O)c2ccc(S(=O)(=O)Nc3ccccc3F)cc2)c(=O)n(-c2ccccc2)n1C,0.9,1,-6,-3,9,3,14,0,0
O=C(NCc1ccco1)C(c1ccc(F)cc1)N(CC1CCCO1)C(=O)Cn1nnc2ccccc21 (stereo unspecified),-0.7,2,-10,14,-7,-9,22,-5,-3
CN1CCN(C(=O)c2ccc(Cn3cc(Cl)cn3)o2)CC1,4.7,-2,4,-5,6,1,15,3,-2
COc1ccc(C)cc1NC(=O)C1CCCN(S(=O)(=O)c2ccc3[nH]c(=O)ccc3c2)C1 (stereo unspecified),-1.6,-15,-3,4,9,-10,28,-3,7
CC(C)(C)n1ncc(Oc2ccccc2[N+](=O)[O-])c(Cl)c1=O,-1.2,4,3,17,-8,-6,26,2,-3
Cc1[nH]nc(S(=O)CC(=O)O)c1[N+](=O)[O-] (stereo unspecified),0.2,13,-2,8,-5,11,1,-4,-1
O=C(CSc1nccc(=O)[nH]1)NN(c1ccccc1)c1ccccc1,1.1,-15,1,5,-2,13,-7,2,-5
CC(NC(=O)C(=O)N/N=C/c1ccc(Cl)cc1)c1ccccc1 (stereo unspecified),-0.6,3,-4,0,-7,5,17,8,-3
CCNC(=O)C1(c2ccccc2)CCCC1,0.9,8,6,6,-4,0,-14,0,1
O=C(Cc1c(F)cccc1Cl)Nc1cc(S(=O)(=O)N2CCOCC2)ccc1N1CCOCC1,0.9,15,-1,13,6,-2,-1,-2,7
O=S(=O)(NC1c2cccc3cccc(c23)C1Sc1ncccn1)c1ccc(Cl)cc1 (stereo unspecified),-3.2,-9,6,45,17,4,8,0,0
COCCSc1ccccc1C(=O)N1CCc2ccccc21,-0.7,-5,3,17,12,6,-13,-4,-2
CCOc1cc(CO)cc(Br)c1OCC(=O)O,0.1,-15,-2,3,-1,-3,17,0,0

# A few values from the entries so far:
# In XBP1 UPR activ, Cc1c(NC(=O)c2ccc(S(=O)(=O)Nc3ccccc3F)cc2)c(=O)n(-c2ccccc2)n1C has the entry 0
# In Mdm2 MdmX PPI, COCCSc1ccccc1C(=O)N1CCc2ccccc21 has the entry -13

# Assay outcomes from PubChem BioAssay.
